Bioassay records from PubChem BioAssay.
CAL PDZ FP-1 = CAL PDZ (human) peptide binding inhibition; Q9HD26; purified CAL PDZ, TMR-peptide fluorescence polarization, 1 h; inhibition, % at 24.9 µM; hit rate 0.92% among 300,000; AID 602252;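 active = mean inhibition of at least 30% with at least half of replicates also reaching 30%; inconclusive = no clear call, values can overlap the other calls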;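 note: 0% = DMSO neutral control and 100% = excess unlabeled competitor peptide PRC23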
Arrestin-AP2 inh = blocks beta-arrestin peptide binding to AP2 adaptin; inhibition, % at 10 µM; AID 504490; FITC-arrestin peptide / GST-AP2 beads, flow cytometry; AP2 beta2 appendage carries R879A mutation; hit rate 0.31% among 340,000;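 active = inhibition above a set limit, near 3 SD of compounds lacking own fluorescence, cut at about 54% in these data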;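 note: plate controls were DMSO wells for no effect and 5 µM unlabelled arrestin peptide for full effect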
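System: GST-AP2 R879A glutathione beads; medium: PBS, Tween 20 0.05%, BSA 0.1%; reagent: fluorescein-tagged arrestin peptide at 50 nM final; schedule: pre-incubation 12 min, peptide binding 1 h, room temperature; detection: flow cytometry, FL1 (488/535 nm); read-out: inhibition as reduced fluorescein signal on beads, percent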
CAL PDZ FP-2 = blocks peptide binding to human CAL PDZ domain; hit rate 0.02% among 330,000; inhibition, % at 20 µM; purified CAL PDZ, TMR-peptide fluorescence polarization, 1 h; Q9HD26; AID 504414;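 active = highest replicate inhibition of at least 40%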;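 note: plate controls were DMSO neutral control wells for no effect and unlabeled competitor peptide control wells for full effect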
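Assay system – tagged CAL PDZ protein CerCALP, purified · Timing – 1 h at RT · Compound – single point, 20 µM · Measured by – fluorescence polarization from S- and P-plane intensities, G-factor corrected · Evaluation – inhibition from polarization loss · Probe or stimulus – TMR reporter peptide T*-PRC34 · Buffer or medium – pH 7.4 phosphate-saline buffer, reducing agent, detergent, IgG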
Pemphigus Ab inh = human desmoglein-3 autoantibody binding inhibition; P32926; hit rate 0.48% among 310,000; binding (percent of control), % at 10 µM; DSG3-coupled beads, scFv-anti-DSG3-GFP binding, flow cytometry; hits give low values;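 active = binding more than 3 SD below its plate's average and above zero; inconclusive = below that plate limit but binding exactly zero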;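 note: hits lower antibody fragment binding to DSG3; some compounds called inactive have numbers as strong as hits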
RTF Ca sens inh = cardiac RTF calcium desensitization; P19429+P45379; IANBD-labeled cardiac RTF, Ca2+ fluorescence; inhibition, % at 7.15 µM; hit rate 0.12% among 340,000; AID 493244;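 active = inhibition above the mean inhibition of all tested compounds plus 3 SD, cut at about 17% in these data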;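 note: assay run at fixed EC70 calcium of 1.6 mM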
V-ATPase pH = yeast V-ATPase proton transport regulation by pHLuorin. S. cerevisiae, pHLuorin cytosolic pH fluorescence. response, % at 10 µM. hit rate 0.37% among 350,000; in the data active = response mostly above about 7.3%, no sharp cut-off; inactive = mostly below about 5.4%; note: actives read high; inactives centre near 0; some compounds called inactive have numbers as strong as hits; reference of the scale not given here
C-LANA FP = blocks KSHV LANA C-terminal domain binding to DNA | MBP-C-LANA/FAM-LBS DNA binding, fluorescence polarization | inhibition, % at 9 µM | hit rate 0.078% among 340,000;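 active = highest replicate inhibition at or above 60% at 9 µM, even if other replicates fall short; inactive = all replicates below 60% inhibition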;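 note: 0% = neutral control wells and 100% = 4 µM acridine orange control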
Keap1-Nrf2 PPI = inhibitors of human Keap1-Nrf2 protein-protein interaction; Q14145; Keap1 Kelch-Nrf2 peptide fluorescence polarization, 1536-well; inhibition, % at 9.4 µM; hit rate 0.15% among 340,000; in the data active = inhibition above about 12%; inconclusive = no clear call, values can overlap the other calls; inactive = below about 7.3%;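 note: human Keap1 Kelch domain with fluorescein labeled Nrf2 9mer peptide probe; 0% = neutral control wells and 100% = peptide positive control; higher means more block of Keap1 binding to Nrf2 peptide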
DAGLB inhibitor = diacylglycerol lipase beta (human) inhibition | Q8NCG7 | HEK293T DAGLB membrane lysate, EnzChek fluorogenic substrate | inhibition, % at 5.17 µM | hit rate 0.059% among 340,000; in the data active = inhibition above about 34%;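 note: 0% = enzyme with vehicle and 100% = wells lacking enzyme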
NSD2 inh = blocks human histone methyltransferase NSD2 | hit rate 0.54% among 310,000 | NSD2 peptide methylation, AlphaScreen, 120 min | O96028 | inhibition, % at 12.5 µM; in the data active = inhibition above about 50%
Target sequence (O96028 whole entry, looked up): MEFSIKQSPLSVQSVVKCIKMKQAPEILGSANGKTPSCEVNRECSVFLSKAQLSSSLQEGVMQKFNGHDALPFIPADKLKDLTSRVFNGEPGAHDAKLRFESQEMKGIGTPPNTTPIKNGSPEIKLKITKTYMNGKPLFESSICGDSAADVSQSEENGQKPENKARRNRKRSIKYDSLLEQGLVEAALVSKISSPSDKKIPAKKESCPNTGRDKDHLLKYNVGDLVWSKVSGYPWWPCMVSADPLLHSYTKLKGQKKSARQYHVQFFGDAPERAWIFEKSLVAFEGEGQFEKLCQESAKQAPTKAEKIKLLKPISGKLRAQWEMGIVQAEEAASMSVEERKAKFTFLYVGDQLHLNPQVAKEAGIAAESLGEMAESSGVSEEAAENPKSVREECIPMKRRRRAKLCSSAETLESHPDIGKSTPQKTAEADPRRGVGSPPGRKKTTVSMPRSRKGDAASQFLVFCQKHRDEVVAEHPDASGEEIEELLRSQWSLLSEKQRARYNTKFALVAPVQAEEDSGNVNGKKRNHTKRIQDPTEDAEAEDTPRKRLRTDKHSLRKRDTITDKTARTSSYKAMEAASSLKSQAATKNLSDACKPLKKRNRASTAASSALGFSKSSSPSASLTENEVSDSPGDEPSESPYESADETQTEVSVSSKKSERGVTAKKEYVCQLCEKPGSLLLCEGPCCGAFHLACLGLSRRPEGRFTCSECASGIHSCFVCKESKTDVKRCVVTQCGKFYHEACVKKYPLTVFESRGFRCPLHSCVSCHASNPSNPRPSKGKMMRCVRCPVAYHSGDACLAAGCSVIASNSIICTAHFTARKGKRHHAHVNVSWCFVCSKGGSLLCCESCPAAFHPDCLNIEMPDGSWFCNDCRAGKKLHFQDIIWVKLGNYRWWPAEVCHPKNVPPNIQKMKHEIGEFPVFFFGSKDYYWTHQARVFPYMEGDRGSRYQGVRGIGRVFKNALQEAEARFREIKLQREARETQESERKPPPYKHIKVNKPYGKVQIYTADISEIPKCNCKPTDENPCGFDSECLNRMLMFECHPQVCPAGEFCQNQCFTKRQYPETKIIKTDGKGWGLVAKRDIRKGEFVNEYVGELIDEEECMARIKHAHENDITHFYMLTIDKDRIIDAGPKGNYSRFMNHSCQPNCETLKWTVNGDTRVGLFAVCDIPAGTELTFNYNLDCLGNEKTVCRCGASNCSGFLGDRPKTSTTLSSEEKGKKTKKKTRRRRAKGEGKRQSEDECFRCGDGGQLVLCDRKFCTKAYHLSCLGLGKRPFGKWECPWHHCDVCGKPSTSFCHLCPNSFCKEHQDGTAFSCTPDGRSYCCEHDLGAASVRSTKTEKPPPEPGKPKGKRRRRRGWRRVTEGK
The depositor's hits bear a star; ? = inconclusive; nt = no result given.

No.	structure	CAL PDZ FP-1	Arrestin-AP2 inh	CAL PDZ FP-2	Pemphigus Ab inh	RTF Ca sens inh
1	O=C(c1cccs1)N(C(=O)c1cccs1)c1ccccn1	-5	10	-3.1	79	-6
2	CCOc1ccc(N2C(=O)/C(=C/c3cc(OC)c(OC)c(OC)c3)N(CC(=O)OC)C2=S)cc1	2	-8	-1.0	95	-6
3	COc1ccc(-c2ccc(CNCCCN3CCOCC3)o2)cc1Cl	nt	40	-1.2	nt	-1
4	NC(=O)c1ccsc1NC(=O)COC(=O)Cc1n[nH]c(=O)c2ccccc12	-3	11	-2.4	97	-3
5	CC(C)NC(=O)CNc1ccc(C(F)(F)F)cc1[N+](=O)[O-]	-2	19	-3.0	98	-9
6	Cc1cc(-c2ccc(NS(=O)(=O)c3ccccc3)c(C)c2)ccc1NS(=O)(=O)c1ccccc1	-1	17	-0.3	93	-6
7	O=C(CN1C(=O)NC(Cc2ccccc2)C1=O)Nc1ccccc1F (configuration not stated)	-8	2	-1.7	102	-2
8	CNCc1ccccc1Sc1cccc2ccccc12	7	4	-1.8	103	-7
9	COc1ccc(C(NC(=O)c2ccc(=O)[nH]c2)C(=O)Nc2ccc(C(C)C)cc2)cc1 (configuration not stated)	6	0	-0.7	106	-1
10	O=C1NC(=O)c2cc(NC(=O)C3CCCO3)ccc21 (configuration not stated)	7	13	-1.5	103	-4
11	Cc1cc(SCC(=O)N/N=C/c2ccco2)nc2ccccc12	-6	32	-1.8	nt	nt
12	COC(=O)c1sc(NC(=S)NNC(=O)c2c(Br)c(C)nn2C)c(C(=O)OC)c1C	-1	2	-3.1	112	-1

No.	V-ATPase pH	C-LANA FP	Keap1-Nrf2 PPI	DAGLB inhibitor	NSD2 inh
1	-5	0.7	2	-2	0
2	-3	1.3	-94	-5	9
3	-3	-0.7	2	0	5
4	1	-1.8	-8	0	1
5	-3	-36	?	4	-2
6	2	-0.1	0	0	0
7	0	-0.2	-5	1	-2
8	-4	-3.7	0	-3	34
9	2	-0.7	3	1	-3
10	-5	1.4	-1	1	-1
11	1	0.7	-1	nt	4
12	-6	-1.1	-1	7	4

(listing goes on)
No.	structure	CAL PDZ FP-1	Arrestin-AP2 inh	CAL PDZ FP-2	Pemphigus Ab inh	RTF Ca sens inh
13	CCC(=O)Nc1cccc(NC(=S)NC(=O)c2cccc(C)c2)c1	-1	16	-2.5	97	4
14	CCCC1(C(=O)OC)NC(c2cc(OC)c(OC)c(OC)c2)C2C(=O)N(CC)C(=O)C21 (configuration not stated)	7	3	0.7	nt	-3
15	C=CCn1c(Sc2ccccc2)nc2c1c(=O)[nH]c(=O)n2C	0	21	-8.7	118	2
16	CCc1ccc(/C=N/N2CCN(c3ccccn3)CC2)cc1	-3	-10	0.6	nt	1
17	CC(=O)c1ccc2c(c1)OCCOCCOc1ccccc1OCCOCCO2	nt	30	0.9	111	-3
18	CC(=O)N1CCc2ccccc2C1CC(=O)O (configuration not stated)	-3	15	-1.7	104	-3
19	Cc1onc(-c2c(F)cccc2Cl)c1C(=O)NCCc1ccncc1	-4	24	-3.1	103	-5
20	Cc1cc(NCCCO)n2c(nc3ccccc32)c1C#N	-2	4	-2.8	84	-6
21	COc1ccc(-c2cnn(-c3ccccc3)c2N)cc1OC	-3	24	-1.8	101	4
22	CCCCC12CN3CCN(CC(C3)/C1=N\NC(=O)Nc1ccccc1)C2	-1	-2	-1.2	nt	-11
23	Cc1c(NC(=O)c2ccccc2N(C)S(=O)(=O)c2ccccc2)c(=O)n(-c2ccccc2)n1C	nt	-6	-0.5	103	-3
24	Cc1cc(OCC(=O)Nc2cc(C(C)(C)C)on2)ccc1[N+](=O)[O-]	15	-11	-2.0	111	1

No.	V-ATPase pH	C-LANA FP	Keap1-Nrf2 PPI	DAGLB inhibitor	NSD2 inh
13	-1	-0.5	0	-3	2
14	0	-0.7	-2	1	nt
15	3	-3.3	0	1	-2
16	0	0.2	2	-3	-1
17	-1	2.8	-3	-1	1
18	-4	0.8	1	-2	-2
19	3	-0.3	-1	-1	-1
20	0	2.6	5	2	-1
21	-6	-1.7	-4	0	4
22	1	1.6	-4	0	2
23	2	-0.4	3	1	0
24	5	1.2	-4	-2	19

Later entries.
No.	structure	CAL PDZ FP-1	Arrestin-AP2 inh	CAL PDZ FP-2	Pemphigus Ab inh	RTF Ca sens inh
25	Cc1nnc(NC(=O)Cc2ccc(OCc3c(C)noc3C)cc2)s1	nt	-3	-1.2	101	1
26	CCN1C(c2ccccc2)C(C)C(=O)C(C)C1c1ccccc1 (configuration not stated)	-4	5	-0.5	nt	2
27	Cn1c(SCC(=O)NCCc2ccccc2)nnc1-c1ccco1	-1	2	-1.3	nt	-19
28	CC1CCc2nn(CC(=O)N3CCc4ccccc43)cc2C1 (configuration not stated)	-4	-3	-0.1	111	-2
29	CCN1C(=O)CC(C(=O)Nc2ccc(F)cc2)SC1=Nc1cccc(OC)c1 (configuration not stated)	-1	1	0.5	97	-2
30	O=C(CN1C(=O)c2ccccc2S1(=O)=O)N1CCN(c2ccccc2)CC1	nt	3	-0.9	100	-1
31	O=C(NC1CCCCC1)c1noc2c1CCCCC2	nt	1	-3.0	104	-5
32	COc1ccc(/C=C(\NC(=O)c2ccccc2)C(=O)OCC2CCCN3CCCCC23)cc1OC (configuration not stated)	2	-27	-3.1	98	-4
33	N#CC[C@H](c1ccccc1)N1CCN(Cc2ccccc2)CCC1=O	-2	-5	0.2	104	7
34	O=C(NCC(=O)N(CCN1CCOCC1)C(C(=O)NC1CCCC1)c1cccnc1)c1cccs1 (configuration not stated)	10	12	-1.5	nt	5
35	CC(C)Oc1ccc(C(=O)NCc2cccs2)cc1	-1	24	-0.3	100	-9
36	CC1=NN(c2ccc(C)cc2)C(=O)/C1=C\c1ccc(Br)s1	-1	12	0.0	99	-6

No.	V-ATPase pH	C-LANA FP	Keap1-Nrf2 PPI	DAGLB inhibitor	NSD2 inh
25	4	-1.9	-2	1	3
26	0	1.5	-2	-9	-2
27	2	0.0	-7	0	-4
28	-2	0.9	-2	-8	nt
29	0	-0.1	-1	-1	0
30	2	-0.8	-2	0	-2
31	-1	0.2	-6	-2	0
32	-3	2.1	-3	-1	4
33	1	-0.9	1	0	nt
34	0	0.8	1	4	-9
35	-3	0.8	1	-1	-1
36	-3	0.9	-2	6	1

2 compounds picked at random from the list so far:
No.	structure	CAL PDZ FP-1	Arrestin-AP2 inh	CAL PDZ FP-2	Pemphigus Ab inh	RTF Ca sens inh
6	Cc1cc(-c2ccc(NS(=O)(=O)c3ccccc3)c(C)c2)ccc1NS(=O)(=O)c1ccccc1	-1	17	-0.3	93	-6
2	CCOc1ccc(N2C(=O)/C(=C/c3cc(OC)c(OC)c(OC)c3)N(CC(=O)OC)C2=S)cc1	2	-8	-1.0	95	-6

No.	V-ATPase pH	C-LANA FP	Keap1-Nrf2 PPI	DAGLB inhibitor	NSD2 inh
6	2	-0.1	0	0	0
2	-3	1.3	-94	-5	9

Next section:
No.	structure	CAL PDZ FP-1	Arrestin-AP2 inh	CAL PDZ FP-2	Pemphigus Ab inh	RTF Ca sens inh
37	CN1CCCN(Cc2cccc3ccccc23)CC1	-3	17	0.0	112	-8
38	COc1ccc(-n2c(C)cc(C(=O)COC(=O)Cc3n[nH]c(=O)c4ccccc34)c2C)cc1	-3	0	-0.7	93	2
39	CCN(CC(=O)Nc1ccc(NC(C)=O)cc1)C(=O)/C=C/c1cn(-c2ccccc2)nc1-c1ccc(C)cc1	2	16	-2.8	110	-11
40	Cc1[nH]c(C)c(S(=O)(=O)NCc2ccc(F)cc2)c1C(=O)N1CCCCC1	-3	20	-3.0	104	-3
41	CCOc1ccc(N(CC(=O)NCc2ccccc2Cl)S(=O)(=O)c2c(C)noc2C)cc1	nt	1	0.4	101	-7
42	CC(C)NC(=O)C(=O)Nc1ccc2c(c1)N(S(=O)(=O)c1cccs1)CCC2	-2	-4	-0.6	104	-24
43	Cc1c(N)cc(N)cc1C(=O)O	-1	11	-1.1	102	-36
44	Cc1nc(NCC2CCCO2)c2oc3ccccc3c2n1 (configuration not stated)	nt	0	-3.0	106	-6
45	COc1ccc(C2=Nn3c(nnc3-c3ccncc3)SC2)cc1OC	nt	18	-2.3	103	-2
46	CCC(C)Nc1c2c(nc3c(-c4ccccc4)c(C)nn13)CCC2 (configuration not stated)	nt	-7	1.3	121	-8
47	CN(CC(=O)Nc1ccc(F)cc1)C(=O)CSc1nnc(Cc2ccccc2)o1	1	-4	-1.0	105	-3
48	COC(=O)c1c(NC(=O)CN2CCN(c3ccccc3OC)CC2)c2cc(C)ccc2n1C	-6	16	nt	89	-1

No.	V-ATPase pH	C-LANA FP	Keap1-Nrf2 PPI	DAGLB inhibitor	NSD2 inh
37	-1	-0.2	-2	1	6
38	3	0.5	-2	-3	-1
39	0	1.2	-2	-8	-1
40	3	0.7	1	-2	-1
41	-10	-1.8	-4	-8	6
42	0	-0.5	-3	0	0
43	-3	24	15*	-3	nt
44	-1	0.5	-2	0	-4
45	-1	-1.8	-2	-1	nt
46	3	-0.4	0	-8	-8
47	-3	2.8	0	0	-2
48	-3	-1.1	-1	-3	0

Single values from the list.
Entry for cpd 40 in CAL PDZ FP-2: -3.0
Entry for cpd 45 in CAL PDZ FP-2: -2.3
Entry for cpd 38 in V-ATPase pH: 3

(listing goes on)
No.	structure	CAL PDZ FP-1	Arrestin-AP2 inh	CAL PDZ FP-2	Pemphigus Ab inh	RTF Ca sens inh
49	Cc1ccc(NC(=O)CSc2nccn2Cc2ccco2)c(C)c1	-3	-4	-2.0	102	-1
50	O=C(N/N=C/c1ccc(O)cc1O)C1CC1	nt	0	nt	100	nt
51	Cc1ccc(NC(=O)[C@H](Cc2c[nH]c3ccccc23)NC(=O)[C@@H]2Cc3ccccc3CN2)c(C)c1	6	-3	-0.3	98	4
52	CCc1sc(/C=C(/C#N)C(N)=S)cc1[N+](=O)[O-]	0	-7	-2.4	97	1
53	C=CCn1c(O)c(C=Nc2ccc(Cc3ccncc3)cc2)c(=O)[nH]c1=S	-6	9	-0.5	93	-9
54	COc1ccc(CCNC(=O)Cc2ccc(OC)c(OC)c2)cc1OC	-4	6	-0.4	103	-3
55	CC(NC(=O)Cc1ccccc1)C(c1ccccc1)N1CCOCC1 (configuration not stated)	-1	41	0.3	104	5
56	CCCCCOc1ccc(C(=O)N(Cc2ccco2)C2CCS(=O)(=O)C2)cc1 (configuration not stated)	2	10	-1.0	112	-1
57	COc1cc(CNCc2ccccn2)ccc1OCc1ccccc1Cl	0	14	-0.4	113	-4

No.	V-ATPase pH	C-LANA FP	Keap1-Nrf2 PPI	DAGLB inhibitor	NSD2 inh
49	0	-1.5	-3	-1	4
50	1	nt	nt	nt	-9
51	1	-0.4	-3	1	-4
52	-2	0.8	2	15	19
53	0	3.1	-7	3	6
54	-2	0.0	2	0	nt
55	1	1.2	-3	1	1
56	1	1.3	2	-2	5
57	3	0.9	6	2	5

An excerpt; rates above refer to the full screens.
